KDM5B inh = blocks human KDM5B histone demethylase activity | Q9UGL1 | KDM5B demethylase, FDH-coupled NADH fluorescence (FDH is formaldehyde dehydrogenase) | Potency, µM (series often up to 57.7 µM), for inactives: top-dose activity change, negative = inhibition, most hits filed as inhibitors | 2.6% of 220,000 active | AID 1347165; active means well fitted inhibition curve with a large enough effect; inconclusive means small, poorly fitted or top-dose-only effect; inactive means no such curve, though single readings can be large or run the other way; further: 0% is about no effect; nearly all actives have a fitted effect of over 70% in size
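Coupled FDH/NAD⁺ fluorescence readout. KDM5BΔAP 200 nM final; compound titration, 10 min RT preincubation; substrate mix 12.5 µM H3K4me3, 25 µM 2-OG, 50 µM Fe(II), 100 µM ascorbate, 0.25 mM NAD⁺, 0.25 U/mL FDH; ΔRFU over 30 min.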
Active calls of the source: *; i = inactive; ? = inconclusive; [ ] = another dose, or the depositor's remark. Potency means the concentration at half of the fitted maximal effect.

SMILES	KDM5B inh
COc1cccc(NC(=O)N2CC[C@@H](CC(=O)O)[C@@H](CC3=NCCc4ccc(C(C)(C)C)cc43)C2)c1	-27.0%
CC(=O)NC(Cc1ccc(F)cc1)C(=O)NC1CCN(C(=O)Nc2cccc(C)c2)CC1 (stereo unspecified)	-8.8%
CCc1nc(-c2ccc(OC3CCN(S(=O)(=O)Cc4ccccc4)C3)cc2)no1 (stereo unspecified)	-5.9%
O=C1CCN(C(=O)C2CCN(S(=O)(=O)c3ccc4c(c3)CCC4)CC2)CCCCCCN1	-20.3%
CN(Cc1cccc(C(F)(F)F)c1)C(=O)Cc1cccc(Cl)c1	-0.6%
O=C(NC[C@H]1O[C@@H](CC(=O)N2CCN(c3ccccn3)CC2)[C@H](O)[C@@H]1O)c1ccco1	?
Cc1ccc(C)c(C(=O)NCc2ccco2)c1	20.4%
Cc1nc(N2CCOCC2)c2c(C)c(C(=O)Nc3ccc(F)cc3Cl)sc2n1	i
CCCCCn1c(Sc2ccc(C)cc2)nc2c1c(=O)[nH]c(=O)n2C	21.3%
COC1C(=O)N(CC2CC2)C12CCN(S(=O)(=O)c1ccc3c(c1)OCCO3)CC2 (stereo unspecified)	-5.5%
CCc1cccc2c(C(CC(=O)NC(C)CC)c3cccc(OC)c3)c[nH]c12 (stereo unspecified)	-11.1%
O=c1c2nc(-c3cccc(O)c3)ccc2ncn1C1CC1	-20.4%[115 µM]
Cc1ccn2c(Nc3ccc4c(c3)OCCO4)c(-c3ccc(C)s3)nc2c1	?
CC(C)(C)c1ccc(-c2nc3cc(NC(=O)c4ccc([N+](=O)[O-])o4)ccc3o2)cc1	26.4%
N#Cc1ccc(CN2C[C@@H](CO)[C@H](c3ccncc3)C2)cc1	-3.9%
Cc1cc(Nc2ccc(O)cc2)c2cc(Cl)ccc2n1	-3.5%
CN1CC(=O)N(c2ccccc2F)Cc2c(NCC3CCCCC3)ncnc21	-15.6%
CC(C)N1CCN(c2ccc3nnc(C4CCC4)n3n2)CC1	28.2µM*
COc1cc(Cl)ccc1-c1cccc(CCOc2cnc3c(ccn3CC(=O)O)c2)c1	?
CN1[C@@H](CCC(=O)N2CCN(c3ccccc3)CC2)CNC(=O)[C@@H]2[C@H]1CCN2Cc1ccc(F)cc1	7.9%
CCc1cccc(CC)c1NC(=O)Cn1cnc2c1c(=O)n(C)c(=O)n2C	19.4%
CC12CC3CC(C)(C1)CC(NCc1ccncc1)(C3)C2	21.5%
CCOc1ccc(-c2cc3c(=O)n(Cc4nc(-c5ccc(OCC)c(OC)c5)oc4C)ccn3n2)cc1Cl	?
Cc1ccc(CNc2ncnc3c2cnn3-c2ccc(Cl)cc2)cc1	?
CCCCn1c(CN2CCc3ccccc3C2)nc2c1c(=O)[nH]c(=O)n2Cc1ccccc1	-13.0%

Next section; the last six above are carried over.
SMILES	KDM5B inh
CN1[C@@H](CCC(=O)N2CCN(c3ccccc3)CC2)CNC(=O)[C@@H]2[C@H]1CCN2Cc1ccc(F)cc1	7.9%
CCc1cccc(CC)c1NC(=O)Cn1cnc2c1c(=O)n(C)c(=O)n2C	19.4%
CC12CC3CC(C)(C1)CC(NCc1ccncc1)(C3)C2	21.5%
CCOc1ccc(-c2cc3c(=O)n(Cc4nc(-c5ccc(OCC)c(OC)c5)oc4C)ccn3n2)cc1Cl	?
Cc1ccc(CNc2ncnc3c2cnn3-c2ccc(Cl)cc2)cc1	?
CCCCn1c(CN2CCc3ccccc3C2)nc2c1c(=O)[nH]c(=O)n2Cc1ccccc1	-13.0%
CCC(C)[C@H](NC(=O)N1CCCCCC1)C(=O)OC (stereo partly specified)	23.6%
CC(C)CCNC(=O)NC1CCN(C(=O)N2CC3CC(C2)[C@H]2CCCC(=O)N2C3)CC1 (stereo partly specified)	-0.9%
Cc1ccc(CS(=O)Cc2ccc(F)cc2Cl)cc1 (stereo unspecified)	-13.2%
CCN1C(=O)CCc2cc(NC(=O)CC(C)C)ccc21	-11.1%
COc1ccc(NC(=O)N2CC[C@@H](CC(=O)O)[C@@H](CCN3CCOCC3)C2)cc1	-28.8%[86.2 µM]
COC(=O)C(C)Sc1nnc2cc(C)c3cc(C)cc(C)c3n12 (stereo unspecified)	?
Cc1cccc(C(=O)NNC(=S)NC(=O)c2ccccc2)c1	?
CCOc1ccc(S(=O)(=O)N(C)CC(=O)N2CCN(CC)CC2)cc1	8.7%
Clc1ccc(-c2cnc(CSc3n[nH]c(-c4ccccc4)n3)o2)cc1	-4.1%
Cc1nccn1Cc1nnc(C2CCN(C(=O)c3cnccn3)CC2)n1C	17.6%
CC(C)NC(=O)c1ccccc1OCC1CCCN(Cc2ccncc2F)C1 (stereo unspecified)	17.3%
Cn1c(CN2CCC3(CCNCC3)C2)nc2ccccc21	?
O=Cc1ccccc1-c1cccc(C(F)(F)F)c1	-7.8%[149 µM]
O=C(O)C[C@@H]1CCN(C(=O)C2CC2)C[C@@H]1CCN1CCC(n2c(=O)[nH]c3ccccc32)CC1	-4.1%
O=C(O)c1cccc(S(=O)(=O)Nc2ccc(Cl)c3cccnc23)c1	-4.7%
Cc1ccccc1CSc1nc2c(=O)[nH]cnc2n1-c1ccccc1	1.0%
Cc1ccc(C2CCN(C(=O)Nc3ccc(F)cc3)C2)cc1 (stereo unspecified)	26.0%
CCn1nccc1C(=O)N1C[C@@H](Oc2cccnc2)C[C@H]1C(=O)NC1CC1	26.5%
COc1ccc(CN2CCC3(Cc4ccccc4NC3=O)C2)cc1 (stereo unspecified)	-12.5%[86.2 µM]
Cc1ccccc1-c1nc(C#N)c(N2CCN(c3ccccc3)CC2)o1	?
O=C(NCc1ccccc1CN1CCCC1)c1ccc(-n2cccn2)cc1	-10.4%
Cc1ccc(NC(=O)CN2C(=O)c3cccnc3Oc3ccc(Cl)cc32)cc1	-23.3%
CCN1CCC2(Cc3ccccc3CN([S+](=O)([O-])c3ccccc3)C2)C1 (stereo unspecified)	-15.7%[115 µM]
Cc1cc2nc(/C(C#N)=C\c3c[nH]c4ccc(Br)cc34)[nH]c2cc1C	17.2%
COCCN1CCCN(C(=O)C2CC2)c2ccccc21	?

Three compounds already listed, sorted by their value in KDM5B inh, high to low:
SMILES	KDM5B inh
CC(C)NC(=O)c1ccccc1OCC1CCCN(Cc2ccncc2F)C1 (stereo unspecified)	17.3%
CC(C)CCNC(=O)NC1CCN(C(=O)N2CC3CC(C2)[C@H]2CCCC(=O)N2C3)CC1 (stereo partly specified)	-0.9%
Cc1ccc(CS(=O)Cc2ccc(F)cc2Cl)cc1 (stereo unspecified)	-13.2%

Going on with the list.
SMILES	KDM5B inh
CC(C)(Oc1nn(Cc2cccc(Cl)c2)c2ccccc12)C(=O)NCCCn1ccnc1	9.7%
CCCC(C)N(C)CC(=O)NC(=O)NCCc1cccs1 (stereo unspecified)	9.3%
N#Cc1nc(/C=C/c2ccccc2)oc1NCc1ccccc1	4.2%
CC(=O)N1CCc2cc(Br)cc(S(=O)(=O)N3CCC(C(=O)Nc4ccc(C(C)C)cc4)CC3)c21	-17.3%
COCCN1CCC(N2CCN(S(=O)(=O)Cc3cccc(Cl)c3)CC2)C1=O (stereo unspecified)	-2.5%
O=C1CCCCC(C(=O)NCc2cccc(F)c2)N1 (stereo unspecified)	1.1%
COC(=O)c1cc(NC(=O)c2nn(C)c3c2CSc2ccccc2-3)cc(C(=O)OC)c1	7.0%
COc1ccc(CC(=O)NC(c2cccs2)C2CCCC2)cc1 (stereo unspecified)	-12.2%
CCC(C(=O)Nc1cccc(C#N)c1)n1nc(-c2ccccc2)ccc1=O (stereo unspecified)	?
CCOc1ccc(S(=O)(=O)Nc2cc(C(=O)N(C)C)ccc2N2CCNCC2)cc1	8.4%
COc1ccc(C(=O)N2CCN(C(C(=O)O)c3ccc(F)cc3)CC2)cc1 (stereo unspecified)	-17.2%
CC(=O)c1cccc(NS(=O)(=O)c2c(C(=O)N3CCCCCC3)c(C)n(C)c2C)c1	-3.4%
CCc1cccc(NC(=O)Cc2csc(NC(=O)c3ccoc3C)n2)c1	-5.9%
CCOc1ccc(NC(=O)CSc2nnc(CNC(=O)C34CC5CC(CC(C5)C3)C4)n2CC)cc1	?
O=C(O)/C=C/c1ccccc1	-20.5%
COc1ccccc1/C=C/C=N/n1c(-c2ccc(Cl)cc2)n[nH]c1=S	-19.1%
CC1Cn2c(C(=O)NCc3ccccc3Cl)cc3cccc(c32)S1 (stereo unspecified)	?
CC(C)(C)c1cc(CC2(NCc3ccc(C#N)cc3)COC2)no1	16.3%[86.2 µM]
CC(C)(CNC(=O)CSc1nnnn1-c1ccccc1)N1CCOCC1	15.6%
Cc1ccc(NC(=O)/C(=C/c2ccccc2)c2ccccc2)c(C)c1	19.9%
O=C1CCC2(CCCO2)CCN1Cc1ccc(F)c(F)c1 (stereo unspecified)	?
CCOP(=O)(OCC)c1nc(-c2cccs2)oc1NCc1ccccc1	i
Cc1cccc(N2CCN(C(=O)c3cnc4c(C)cccn4c3=O)CC2C)c1 (stereo unspecified)	-27.5%
COc1ccc(-c2cn3nc(N4CCCC(C(=O)NCCCOC(C)C)C4)sc3n2)cc1 (stereo unspecified)	-21.3%
Cc1ccccc1C1NC(c2ccccc2C)C([N+](=O)[O-])C(C)(C)C1[N+](=O)[O-] (stereo unspecified)	6.9%
(list continues)
SMILES	KDM5B inh
Cn1cnc2c1c(=O)n(CC(=O)OCCOc1ccccc1)c(=O)n2C	24.3%
O=C(C1CCN(C(=O)N2CC3CC(C2)[C@H]2CCCC(=O)N2C3)CC1)N1CCCC1 (stereo partly specified)	13.0%
O=C(CC1CCCN(c2cnn(CC3CC3)c(=O)c2)C1)NCCN1CCOCC1 (stereo unspecified)	4.8%
CN(C)S(=O)(=O)c1ccc(=S)[nH]c1	-7.2%
CC(C)C(NC(=O)c1ccccc1I)c1cccs1 (stereo unspecified)	-3.1%
CCOC(=O)c1[nH]c(C)c(C=O)c1C	-9.4%
Cn1cncc1C(=O)N1CCC(F)(c2nc(-c3ccncc3)no2)CC1	29.3%
O=C(Nc1ccc([N+](=O)[O-])cc1)Nn1cnnc1	12.2%
COCC1CN(C(C)=O)CC12CCN(S(=O)(=O)c1ccc(F)cc1)CC2 (stereo unspecified)	-10.8%
Cc1ccc(C(=O)NCc2c(C)ncc3c2CCNC3)cc1Cl	-5.1%
C=CCOc1nc2c(c(=O)n(Cc3ccc(Br)cc3)c(=O)n2C)n1C	19.2%
CC1(C)C(=O)Nc2ccc(S(=O)(=O)N3CCC(c4noc(-c5ccccn5)n4)C3)cc21 (stereo unspecified)	2.8%
O=C(c1ccc2[nH]ccc2c1)N1CCC(N2CC(OCC3CC3)C23CCOCC3)CC1 (stereo unspecified)	-7.2%
CC(=O)NCCCC(=O)N1CCC2(CC1)CN(C(=O)Cc1ccc(O)cc1)CCO2	21.0%[115 µM]
CC(C)NC(=O)c1ccccc1OCC1CCCN(CC2=Cc3ccccc3OC2)C1 (stereo unspecified)	-8.5%
O=C(Nc1cccc(S(=O)(=O)NC2=NCCC2)c1)C1(c2cccc(Cl)c2)CC1	2.0%
O=C(c1cc(-c2ccc(Cl)cc2)on1)N1CCCC1	1.5%
O=C(CCC1CCCC1)NCc1nnc2c(-c3nc(C4CC4)no3)cccn12	11.2µM*
N#CCN1CCC2(O)CCCCC2C1c1ccc2c(c1)OCO2 (stereo unspecified)	4.9%
Cn1c(=O)[nH]c(=O)c2c1nc(NCCCn1ccnc1)n2Cc1ccc(F)cc1	-0.7%
COC(=O)c1ccc(/C=C/C(=O)c2cccs2)cc1	20.4%
Cc1ccsc1CNC(=O)CSCC#N	7.4%
COC(=O)c1ccc(NC(=O)COC(=O)c2oc3ccccc3c2C)cc1	4.2%
CCc1nc2c(c(-c3ccc(OC)cc3)n1)CCN(CC1CC1)CC2	?
O=C(c1ccccc1F)N(Cc1ccco1)c1ccc(O)cc1	23.1%

By substructure: the compounds so far with two or more sulfur atoms
SMILES	KDM5B inh
CN(C)S(=O)(=O)c1ccc(=S)[nH]c1	-7.2%
Cc1ccsc1CNC(=O)CSCC#N	7.4%

(list continues)
SMILES	KDM5B inh
Cc1cc(-c2ccc(S(=O)(=O)NCc3ccccc3Cl)s2)on1	?
Cc1cnc(-c2cccnc2)n1CC1CCN(C(=O)C2CCC2)CC1	-12.4%
COc1cccc(CNC2(Cc3cc(-c4ccc(F)cc4)on3)COC2)c1	2.5%[86.2 µM]
COc1ccc(/C=C/c2ccc3c(c2)C(=O)N2CC[C@H](NC(=O)COCC(=O)O)[C@H]2C(=O)N3)cc1	22.4µM*
CCCS(=O)(=O)N1C[C@@H](Oc2cccnc2)C[C@H]1C(N)=O	36.9%[activator]
Cc1ccc(-c2cc(NC(=O)COc3ccc(Cl)c(C)c3)on2)cc1	-7.1%
Cc1ccc(-c2ccc3nnc(CNC(=O)c4ccc(C#N)cc4)n3n2)cc1C	?
Cc1onc(-c2ccccc2)c1CNS(=O)(=O)c1cccc(Cl)c1	15.0%
Cc1ccc(SCC(=O)NCc2ccc(CS(N)(=O)=O)cc2)c(C)c1	?
O=C(NC1(C(F)(F)F)C(=O)Nc2c1c(=O)[nH]c(=O)n2Cc1ccco1)c1ccco1 (stereo unspecified)	-9.5%
COc1cc(C(c2c(O)cc(C)[nH]c2=O)c2c(O)cc(C)[nH]c2=O)ccc1O	13.6%
CCC(O)c1cc2n(n1)CCN(C(=O)c1nc(N)nc3c1CCCC3)C2 (stereo unspecified)	28.2µM*
O=C(N1CCN(c2ncccn2)CC1)C12CC3CC(CC(C3)C1)C2	-3.9%

These rows are one share of the data; the hit share may differ from the screen's.
